PP1 inh – PP1-alpha (human) inhibition in PP5 counter-screen; P62136; 320,000 compounds, 0.9% hits; AID 2235; purified PP1alpha, OMFP fluorescence; inhibition, % at 6.7 µM;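 active = inhibition above the mean inhibition of all tested compounds plus 3 SD, computed separately for each screening campaign, cut at about 15% in these data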
proCasp7 act – counter-screen: procaspase-7 (human) activation; P55210; recombinant procaspase-7, Ac-DEVD-pNA absorbance 405 nm; D23A/D198A/D206A triple mutant, cannot self-cleave; scale: DMSO 0, 5 µM enzyme 100; activation, % at 8.5 µM; 330,000 compounds, 0.093% hits; AID 463210;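 active = percent activation above the screen-wide mean plus 3 SD, cut at about 25% in these data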
Target sequence (P55210 whole entry D23A/D198A/D206A): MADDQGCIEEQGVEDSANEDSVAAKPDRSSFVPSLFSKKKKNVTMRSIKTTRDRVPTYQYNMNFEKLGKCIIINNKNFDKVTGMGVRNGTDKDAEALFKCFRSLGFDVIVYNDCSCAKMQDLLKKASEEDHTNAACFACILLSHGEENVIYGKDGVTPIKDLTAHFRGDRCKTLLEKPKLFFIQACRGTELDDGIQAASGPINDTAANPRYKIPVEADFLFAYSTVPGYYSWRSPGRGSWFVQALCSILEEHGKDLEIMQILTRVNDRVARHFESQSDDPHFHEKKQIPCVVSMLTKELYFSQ
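Assay system: Uncleavable procaspase-7 mutant enzyme; Input: 2 µM procaspase-7 mutant as dispensed; Also added: DEVD-pNA substrate; Medium: Zinc-free HEPES pH 7.4 with 300 mM NaCl, 0.01% Triton X-100; Timing: 1 h compound preincubation, 2 h substrate cleavage, 25 °C; Measured by: Epi-absorbance of released pNA at 405 nm, two timepoints.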
PP5 primary – PP5 (human) phosphatase inhibition; 320,000 compounds, 0.18% hits; purified PP5c, OMFP substrate fluorescence; P53041; inhibition, % at 6.7 µM;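 active = inhibition above the campaign's mean inhibition across all tested compounds plus 3 SD, cut at about 9.5% in these data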;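 note: 0% = DMSO only and 100% = 100 µM cantharidin control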
Target sequence (P53041 whole entry, looked up): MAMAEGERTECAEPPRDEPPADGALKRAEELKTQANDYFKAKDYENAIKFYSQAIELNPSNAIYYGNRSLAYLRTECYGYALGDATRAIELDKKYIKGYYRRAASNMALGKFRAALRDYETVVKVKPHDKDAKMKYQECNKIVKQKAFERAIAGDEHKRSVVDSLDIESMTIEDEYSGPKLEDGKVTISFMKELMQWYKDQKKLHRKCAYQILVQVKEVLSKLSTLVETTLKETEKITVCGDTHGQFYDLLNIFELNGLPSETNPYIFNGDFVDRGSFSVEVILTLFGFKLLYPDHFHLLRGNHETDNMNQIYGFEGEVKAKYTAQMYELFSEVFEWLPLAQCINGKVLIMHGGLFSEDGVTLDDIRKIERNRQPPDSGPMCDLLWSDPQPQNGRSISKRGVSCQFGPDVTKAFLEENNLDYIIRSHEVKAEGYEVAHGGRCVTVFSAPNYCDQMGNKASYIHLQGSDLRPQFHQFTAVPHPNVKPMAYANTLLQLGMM
proCasp3 act – activators of human procaspase-3; P42574; activation, % at 8.5 µM; AID 463141; 330,000 compounds, 0.11% hits; recombinant procaspase-3 D3A, Ac-DEVD-pNA absorbance 405 nm;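 active = activation above the mean of all tested compounds plus 3 SD, cut at about 21% in these data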;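 note: 0% = DMSO alone and 100% = DMSO wells spiked with extra 5 µM PC-3 D3A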
Target sequence (P42574 whole entry D9A/D28A/D175A): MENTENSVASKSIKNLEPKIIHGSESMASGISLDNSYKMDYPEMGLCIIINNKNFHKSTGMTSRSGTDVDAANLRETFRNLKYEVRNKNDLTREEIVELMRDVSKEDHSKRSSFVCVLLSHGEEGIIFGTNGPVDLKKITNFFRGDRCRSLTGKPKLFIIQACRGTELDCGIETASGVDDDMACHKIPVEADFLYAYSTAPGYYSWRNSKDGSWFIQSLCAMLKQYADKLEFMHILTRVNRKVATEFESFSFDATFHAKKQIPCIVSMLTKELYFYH
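Technique: 405 nm absorbance of p-nitroaniline, reads at 0 and 120 min; Test system: Procaspase-3 D3A mutant; Incubation: 1 h enzyme-compound preincubation, then 2 h substrate reaction, 25 °C; Repeats: singlicate, each compound tested once; Benchmarks: low control DMSO wells, high control DMSO plus 5 µM PC-3 D3A.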
Efflux pump inh – antifungal efflux pump inhibition, Nile Red retention; S. cerevisiae Candida pump triplex; inhibition, % at 10 µM; 330,000 compounds, 0.44% hits; AID 485275;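 active = plate passing quality check with inhibition over a set limit, or well fluorescence over plate mean plus 4 SD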;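 note: Nile Red retained in pooled yeast measured as flow cytometry median fluorescence; 0% = buffer negative control and 100% = Enniatin B positive control; higher means more Nile Red kept so more efflux inhibition; some compounds called inactive have numbers as strong as hits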
TPT1 inh – blocks Candida albicans tRNA 2'-phosphotransferase. recombinant caTPT1, FP RNA substrate dephosphorylation. inhibition, % at 5 µM. 300,000 compounds, 0.81% hits;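 active = inhibition above the mean of all tested compounds plus 3 SD, set per screening campaign, cut at about 24% in these data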;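 note: plate controls were DMSO alone for no effect and ferristatin control at 100 nM for full effect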
core dimer inh – blocks dimerization of HCV core protein | TR-FRET GST/Flag-core106 dimerization, 1536-well | inhibition, % at 5 µM | 300,000 compounds, 0.33% hits | AID 1899;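 active = inhibition above the mean of all tested compounds plus 3 SD, set per screening campaign, cut at about 45% in these data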
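Material: Tagged HCV core106 pair (GST and Flag) | Amount: GST-core106 13.5 nM, Flag-core106 17 nM | Medium: KF-containing HEPES buffer, pH 7.45, DTT, CHAPS, BSA | Reagent: Eu donor and XL665 acceptor anti-tag antibodies | Schedule: 4 h at 22.5 °C | Technique: Time-resolved FRET, ex 340 nm, em 617 and 671 nm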
CTSL1 counter – blocks F. hepatica cathepsin L1 in PFM18AAP counter-screen; 300,000 compounds, 0.49% hits; inhibition, % at 5.96 µM; AID 1906; recombinant F. hepatica cathepsin L1, Z-Leu-Arg-MCA fluorescence;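 active = inhibition above the mean of all tested compounds plus 3 SD, set per screening campaign, cut at about 17% in these data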;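 note: 0% = plate median of test compound wells and 100% = 1 µM Z-Phe-Ala-diazomethylketone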
GASC-1 inh – inhibitors of human GASC-1 (JMJD2C) demethylase; Q9H3R0; AID 2099; GST-JMJD2C(1-420) H3K9me3 demethylation, DELFIA europium; 330,000 compounds, 0.069% hits; inhibition, % at 2.35 µM;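 active = more than half of a compound's replicate wells show inhibition beyond 50%, single wells judged on their own value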;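 note: signal counts dimethyl H3K9 product captured on neutravidin plate; 0% = median of DMSO wells and 100% = 0.3 times that DMSO median; strong numbers were not always called active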
* = called active by the depositor; nt = no result given.

SMILES	PP1 inh	proCasp7 act	PP5 primary	proCasp3 act	Efflux pump inh	TPT1 inh	core dimer inh	CTSL1 counter	GASC-1 inh
NS(=O)(=O)c1ccc(NC(=S)N2CCN(Cc3ccc(Cl)c(Cl)c3)CC2)cc1	1.5	-0.9	4.5	-6.7	-0.1	-3.2	-1.9	1.6	0.1
CCOC(=O)N1CCN(C(=O)CCCN2C(=O)CSc3nc(C)cc(C)c32)CC1	-2.9	-1.1	3.8	-0.8	0.0	-2.5	-2.4	-4.4	1.1
CCN(CC)C(=O)Cn1cc(C(=O)C(=O)NCCCn2ccnc2)c2ccccc21	0.6	-2.0	-0.4	1.4	0.1	-0.9	0.6	-3.9	4.6
CO[C@@]1(NC(=O)CSCC#N)C(=O)N2C(C(=O)O)=C(CSc3nnnn3C)CS[C@@H]21	-2.6	-7.0	-2.8	-6.5	-0.1	-4.1	3.7	9.5	-6.4
COc1cc(NC(=O)COC(=O)CNS(=O)(=O)c2ccc(F)c(F)c2F)cc(OC)c1	-0.9	6.1	2.5	-7.6	-0.2	1.3	8.0	-11.4	2.3
COc1ccc(/C=C/C(=O)NC(=S)NN2CCCCC2c2cccnc2)cc1 (stereo unspecified)	3.3	-8.5	1.9	-5.4	-0.1	-1.1	5.3	1.3	-5.6
CN(C)c1nc(-c2ccccc2)c2cc(Cl)ccc2n1	-0.1	5.3	-1.1	4.2	0.0	-0.8	0.1	-1.3	22.0
O=c1c2ccccc2c2ccccc2c(=O)n1CC1CCCO1 (stereo unspecified)	-5.5	6.1	1.5	-0.6	0.0	-1.5	-3.0	-5.5	-2.2
COC(=O)CCC(=O)OC1(C)C(=O)C=C2C=C(C3CC3)N(c3cccc(C#N)c3)C=C2C1=O (stereo unspecified)	3.5	-3.4	3.2	4.9	-0.2	-10.5	-9.6	-3.1	2.0
Cc1cc(=O)[nH]c(N2CCN(Cc3ccccc3)CC2)n1	-2.0	6.5	-0.1	2.5	0.0	-3.7	1.1	0.1	6.2
COc1ccc(/C=N/N=C/c2c[nH]c(=O)c(C#N)c2Nc2ccccc2)cc1	2.6	3.8	1.9	-3.2	1.9	0.1	9.4	2.0	5.8
O=C1CC(SC(=Nc2ccccc2)Nc2ccccc2)C(=O)N1c1ccc(Cl)cc1 (stereo unspecified)	-0.3	2.7	4.1	-4.2	0.1	-3.7	10.0	-0.8	-10.6
O=C(NNC(=S)NC(=O)c1cccc([N+](=O)[O-])c1)c1ccc(Br)cc1	0.9	-8.7	0.8	-4.8	-0.7	0.6	-1.6	-3.5	8.7
O=C(COC(=O)c1ccc(Br)o1)Nc1cccc(S(=O)(=O)N2CCOCC2)c1	nt	-7.4	nt	-0.4	-0.1	nt	nt	nt	4.0
COc1ccc(Cn2c(C)nnc2-c2cnn(C)c2N)cc1	-2.6	2.2	0.3	1.7	-0.4	-1.2	-0.7	1.4	-3.1
O=C(N1CCCCC1)N1CCN(C(c2ccccc2)c2ccccc2)CC1	1.4	-1.6	2.6	-3.7	0.4	2.4	17.8	3.9	-11.4
Cc1cnc(NC(=O)Cc2ccccc2Cl)s1	-4.0	-5.2	-0.1	2.9	-0.2	0.1	3.5	3.0	187.1
Clc1ccc(OCc2nc(-c3ccncc3)no2)c(Br)c1	3.3	5.1	4.4	-5.4	0.1	-1.0	-4.2	2.4	2.6
Cc1ccc(S(=O)(=O)Oc2ccc(/C=C(/NC(=O)c3ccccc3)C(=O)NCCCC(=O)O)cc2)cc1	-0.5	6.3	-2.2	-4.6	0.2	0.1	2.2	-4.7	8.1
O=C(COC(=O)C1=Cc2ccccc2OC1)NCc1ccccc1	0.0	10.1	0.4	1.9	0.1	7.3	-3.0	2.4	8.1

Next part (two carried over from the part before).
SMILES	PP1 inh	proCasp7 act	PP5 primary	proCasp3 act	Efflux pump inh	TPT1 inh	core dimer inh	CTSL1 counter	GASC-1 inh
Cc1ccc(S(=O)(=O)Oc2ccc(/C=C(/NC(=O)c3ccccc3)C(=O)NCCCC(=O)O)cc2)cc1	-0.5	6.3	-2.2	-4.6	0.2	0.1	2.2	-4.7	8.1
O=C(COC(=O)C1=Cc2ccccc2OC1)NCc1ccccc1	0.0	10.1	0.4	1.9	0.1	7.3	-3.0	2.4	8.1
N#Cc1ccc(-c2ccc(OCC(=O)NCC(=O)Nc3ccc(F)c(F)c3F)cc2)cc1	10.5	3.0	1.9	6.2	-9.9	2.0	11.6	1.1	-1.5
COc1ccc(C(C(=O)NCC2CCCO2)N(Cc2ccccc2)C(=O)CNC(=O)c2ccco2)cc1OC (stereo unspecified)	2.4	-10.6	0.2	1.2	0.5	-3.5	-9.1	-5.8	-15.2
CC(C)CC(C(=O)OCC(=O)c1c(N)n(C)c(=O)n(C)c1=O)N1C(=O)c2ccccc2C1=O (stereo unspecified)	-3.1	6.0	0.7	-8.3	-0.2	-2.9	-5.4	1.1	3.6
Cc1nc(-c2cccc(-c3noc(C)n3)c2)no1	-4.8	-8.6	0.7	-1.0	-2.6	0.0	0.7	1.2	-5.3
CN(c1cccc(Cl)c1)S(=O)(=O)c1cccc(C(=O)Nc2nc3ccccc3[nH]2)c1	10.9	11.3	4.0	4.9	0.1	0.4	-2.1	1.3	1.6
CCOC(=O)[C@@H]1[C@H]2COc3ccccc3[C@@H]2N2C(=O)N(c3ccc(OC)cc3)C(=O)[C@]12C	-3.6	5.6	0.4	3.8	0.1	1.3	-1.8	-0.5	1.0
Cc1ccc(N2C(=O)CC(NCc3ccc4c(c3)OCO4)C2=O)cc1Cl (stereo unspecified)	-3.0	1.3	1.1	-4.7	0.0	-1.6	3.2	-2.4	1.5
Cc1cccc(COc2ccc(/C=N/NC(=O)c3nnn(-c4nonc4N)c3COc3ccc(F)cc3)cc2)c1	-13.2	-14.2	-1.1	1.9	0.3	0.4	3.9	-0.5	-14.5
c1ccc(CNc2ccc3ccccc3n2)nc1	-1.2	5.8	2.0	7.2	-0.1	-2.1	-7.4	-2.3	22.6
O=C(Nc1cccc(-c2nc3ncccc3o2)c1)c1sc2ccccc2c1Cl	0.2	7.6	1.5	-2.0	0.2	7.9	9.6	-1.9	1.8
C/C(CC(C)C)=N\NC(=O)Nc1ccccc1	-0.4	8.6	-0.2	-2.8	0.0	-0.9	0.5	-2.9	-1.1
CCCn1c(N)c(NCCN2CCOCC2)c(=O)n(CC(=O)NCc2ccccc2)c1=O	1.3	4.9	-0.9	6.5	0.0	0.0	0.1	-1.1	-16.8
Cc1nn(C(=O)Cn2ccc([N+](=O)[O-])n2)c(C)c1Br	-4.8	-6.2	1.9	3.3	-0.1	1.4	-2.8	-1.4	-5.2
O=C(NCc1ccccn1)C1CCN(C(=O)c2cc3sccc3n2Cc2ccc(F)cc2)CC1	8.3	0.8	2.2	-0.5	0.0	3.5	-10.8	5.3	13.9
COc1ccc(N2CCN(CC(=O)c3ccc(O)cc3O)CC2)cc1	1.5	2.2	-2.8	-3.4	-0.1	2.1	7.1	1.6	7.8
Cc1ccc(OCC(=O)N2CCc3ccccc32)cc1	2.5	2.1	4.6	1.2	0.0	-1.8	-0.6	-4.9	-7.8
CCCCc1ccc(C2C(C#N)=C(N)SC(N)=C2C#N)s1	3.3	-19.0	3.3	-29.0	0.1	136.7*	59.3*	1.9	4.0
COC(=O)C1=C(C)N(CCCC(=O)O)C(=O)NC1c1cccc(OC)c1 (stereo unspecified)	-2.8	-6.3	-0.4	3.8	0.0	-4.8	-3.9	2.1	-10.2
Cc1c(NC(=O)CN2C(=O)NC(C)(c3ccc(OC(F)F)cc3)C2=O)c(=O)n(-c2ccccc2)n1C (stereo unspecified)	-2.7	2.9	-0.6	-12.8	-0.1	-3.3	1.1	1.1	-0.6
Nc1nccnc1C(=O)OCC(=O)NCCc1ccc(Cl)cc1	1.8	-2.3	1.1	-0.4	-0.2	nt	nt	nt	-7.5
COCCNC(=O)C(NC(=O)C1CCCCC1)C12CC3CC(CC(C3)C1)C2 (stereo unspecified)	-5.5	-4.5	-1.4	-0.9	0.0	5.9	1.7	-0.5	-26.5
O=C(NCc1ccccc1)C1CCCN(c2ncnc3c2nc2n3CCCCC2)C1 (stereo unspecified)	0.9	0.3	-1.6	7.9	0.4	-2.7	2.5	-8.9	9.5
C[C@@H](C(=O)O)[C@@H]1C[C@@]1(C)[C@@H](NC(=O)OCc1ccccc1)c1ccccc1	5.9	-7.7	3.3	8.3	nt	0.4	6.8	-0.9	2.1
N#CCCNC(=O)Cn1c(COc2ccc(Cl)cc2)nc2ccccc21	-3.0	4.3	1.4	1.0	0.0	3.2	3.9	-2.0	0.9
CN(C)S(=O)(=O)c1ccc(N2CCCC2)c(C(=O)NNC(=O)COc2ccc(Cl)cc2)c1	-1.6	-13.1	-0.1	1.5	3.1	-0.5	-2.8	-1.9	1.4
CCCCNC(=O)c1onc(CCl)c1C(=O)OC	-1.3	0.4	-0.2	3.4	nt	-0.2	-1.1	-1.3	0.7
COC(=O)C1(C)NC(=O)c2ccccc2N1 (stereo unspecified)	-5.2	1.6	2.3	-7.0	0.1	-1.9	-4.7	-5.4	-1.0
COC(=O)C1=C(C(=O)OC)N2C=CC=CC2(C)C(C(=O)OC)=C1C(=O)OC (stereo unspecified)	-3.8	-7.0	1.8	-12.0	-0.1	-0.4	-5.0	0.3	-3.9
COc1ccc(/C=C/c2nnc(NC(=O)CSc3ccc(Cl)cc3)s2)cc1	2.7	2.4	0.8	5.0	-0.2	5.9	-5.4	-1.8	4.3
COc1ccc(NC(=O)CN2CCN(CC(=O)Nc3ccccc3F)CC2)cc1OC	-3.8	7.0	2.1	-2.5	-0.1	-2.6	-1.5	-0.3	-2.7
O=S(=O)(Nc1ccccc1)c1ccc2c(c1)CCO2	-7.1	2.5	1.6	-17.9	0.3	3.4	-5.1	-5.3	-11.4
CCc1ccc2nc3n[nH]c(N)c3cc2c1	-1.4	1.1	-0.3	-0.9	0.0	-3.3	-11.2	-3.4	4.8
CCN1CCN(CCCOc2ccccc2-c2ccccc2)CC1	-2.4	-4.8	-2.2	0.4	-0.1	1.4	0.4	1.1	-0.8
N#C/C(=C\c1ccc(OCC(N)=O)cc1)C(=O)NC1CC1	0.3	6.6	1.9	2.3	0.2	-0.8	-3.0	3.3	3.3
OCC[C@@H]1C[C@@H](O)[C@H](O)[C@]2(OCc3ccccc32)O1	-7.5	9.7	-1.6	-2.2	0.1	1.6	-2.4	2.8	-7.2
NC(=O)COc1ccc(C23CC4CC(CC(C4)C2)C3)cc1	4.8	-10.6	3.1	7.9	0.1	-1.2	-1.0	2.9	12.7
CCCCn1c(CNC(=O)CCC)nc2ccccc21	-2.0	17.4	-3.4	5.6	0.0	4.8	2.0	4.2	4.0

Source: PubChem BioAssay (several laboratories)
